High-throughput results: PubChem, several laboratories
MOR-DOR inv ag – inverse agonist of human OPRM1-OPRD1 heterodimerization; P35372+P41143; cell-based MOR-DOR heterodimer luminescence, inverse agonism; inhibition, % at 9.3 µM; hit rate 0.21% among 340,000; in the data active = inhibition above about 22%, passing the limit was not always enough;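 note: 0% = cells with DMSO and 100% = wells without cells with DMSO; values of inactives mirror those of a sister screen read the other way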
HTR5A inv ag – inverse agonist of human HTR5A in OPRM1-OPRD1 counter-screen; HTR5A cell line, luminescence, inverse agonism; AID 504634; hit rate 0.083% among 340,000; inhibition, % at 9.3 µM; P47898; in the data active = inhibition mostly above about 23%, no sharp cut-off; inactive = mostly below about 18%;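 note: 0% = cells with DMSO and 100% = no-cell wells with DMSO; some compounds called inactive have numbers as strong as hits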
Target sequence (P47898 whole entry, looked up): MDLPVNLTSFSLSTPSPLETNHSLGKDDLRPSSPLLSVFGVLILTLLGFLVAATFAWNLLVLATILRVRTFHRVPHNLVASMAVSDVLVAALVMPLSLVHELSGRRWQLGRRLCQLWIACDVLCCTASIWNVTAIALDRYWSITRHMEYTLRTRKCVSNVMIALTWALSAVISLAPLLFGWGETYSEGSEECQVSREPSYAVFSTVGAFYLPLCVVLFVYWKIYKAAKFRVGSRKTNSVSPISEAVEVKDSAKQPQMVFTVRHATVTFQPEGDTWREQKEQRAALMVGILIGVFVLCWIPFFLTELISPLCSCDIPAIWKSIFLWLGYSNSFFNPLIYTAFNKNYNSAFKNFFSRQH
phage Ecoli inh – E. coli growth loss with phage present. hit rate 0.26% among 360,000. inhibition, % at 11.9 µM. AID 651602. growth absorbance; in the data active = inhibition above about 11%
HTR5A ag ctr – counter-screen for OPRM1-OPRD1 agonists: human HTR5A agonism | P47898 | HTR5A agonist assay, luminescence, cell-based | activation, % at 9.3 µM | hit rate 0.61% among 340,000; in the data active = activation mostly above about 9.5%, no sharp cut-off; inactive = mostly below about 7.6%;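 note: 0% = cells with vehicle only and 100% = reference agonist; strong numbers were not always called active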
MOR-DOR ag – agonists of human mu-delta opioid receptor heterodimerization | P35372+P41143 | cells, OPRM1-OPRD1 heterodimerization, luminescence | activation, % at 9.3 µM | hit rate 0.3% among 340,000; in the data active = activation above about 18%;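 note: 0% = vehicle-treated cells and 100% = reference agonist; values of inactives mirror those of a sister screen read the other way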
PKA-R1A activ – activators of PKA-R1A complex; PKA-R1A dissociation, Cy5-IP20 fluorescence polarization; scaled: DMSO 0%, 113 µM cGMP 100%; hit rate 0.083% among 340,000; P00514+P68181; AID 504707; activation, % at 11.4 µM;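 active = percent activation above the mean of all tested compounds plus 3 SD, cut at about 19% in these data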;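 note: higher means more PKAc released from R1A so a rise in polarization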
PfHsp90 set2 – reduces growth (ATP signal) of yeast expressing P. falciparum Hsp90; hit rate 0.32% among 310,000; inhibition, % at 9.4 µM; AID 504621; S. cerevisiae expressing PfHsp90, BacTiter-Glo ATP, 48 h; yeast lacking PDR1 and PDR3 efflux regulators;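 active = every replicate shows inhibition above about 80%, whatever the replicate mean, limit read from the data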;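 note: 0% = DMSO neutral controls and 100% = 20 µM radicicol positive controls; yeast relying on Plasmodium falciparum Hsp90 in place of its own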
DSG3 Ab inh – human desmoglein-3 autoantibody binding inhibition; DSG3-coupled beads, scFv-anti-DSG3-GFP binding, flow cytometry; hits give low values; binding (percent of control), % at 10 µM; hit rate 0.48% among 310,000; AID 588358;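 active = binding more than 3 SD below its plate's average and above zero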;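 note: hits lower antibody fragment binding to DSG3; some compounds called inactive have numbers as strong as hits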
AddAB inh – less growth of phage-infected E. coli with AddAB; AID 435030; E. coli expressing H. pylori AddAB, absorbance growth; inhibition, % at 11.9 µM; hit rate 0.29% among 330,000; in the data active = inhibition above about 12%;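 note: 0% = vehicle wells of infected cells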
Ecoli viability – bacterial growth inhibition, counter-screen for AddAB inhibitors; E. coli V3065 growth, OD600 absorbance, 18 h; inhibition, % at 11.9 µM; hit rate 0.27% among 330,000;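 active = inhibition above the campaign's mean inhibition across all tested compounds plus 3 SD, cut at about 9.9% in these data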;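 note: uninfected addAB+ strain grown without phage in ampicillin broth; 0% = DMSO wells and 100% = ciprofloxacin 0.95 µg/ml wells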
SUMO Mot1 rescue – blocks SUMOylation pathway, rescuing yeast Mot1-301 growth; growth rescue, % at 18.8 µM; hit rate 1% among 320,000; AID 2716; S. cerevisiae Mot1-301 growth rescue, ATP luminescence, 38.5C; percent above DMSO median, 100 means doubled;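 active = every valid replicate shows activation above 250% relative to neutral control wells; inactive = the rest, any valid replicate at or below 250%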;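 note: OY570 slx delta 5 strain wells were the positive control but not used for scaling; some compounds called inactive have numbers as strong as hits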
* marks the source's active call; other numbers are inactive results; · = no result given. No enrichment for hits. About 3.2% of those tested had a hit in this group.

SMILES	MOR-DOR inv ag	HTR5A inv ag	phage Ecoli inh	HTR5A ag ctr	MOR-DOR ag	PKA-R1A activ	PfHsp90 set2	DSG3 Ab inh	AddAB inh	Ecoli viability	SUMO Mot1 rescue
CC(C)C(=O)Nc1ccc(NC(=O)c2ccc([N+](=O)[O-])cc2Cl)cc1	-18	4	3.4	-1	3.5	-4	-14	98	1.8	1.0	8
Cc1cccc(C)c1NC(=S)N(CCCN1CCOCC1)Cc1cccnc1	11	-1	1.0	0	-2.2	4	5	104	0.1	0.5	14
O=C(Cc1c(Cl)cccc1Cl)OCC(=O)N1CCc2ccccc2C1	4	5	3.2	7	-0.7	7	-12	91	0.6	2.0	-17
COc1ccc(CCn2c(N)cc(=O)[nH]c2=S)cc1OC	7	-19	1.6	7	-1.2	-2	-17	109	0.6	0.5	3
Cc1onc(-c2ccccc2)c1C(=O)N1CCCC(C(F)(F)F)C1 (configuration not stated)	2	6	2.0	3	-0.3	-6	1	97	3.7	1.1	1
CC(Sc1nc2ccccc2c(=O)n1CC1CCCO1)C(=O)N(C)c1ccccc1 (configuration not stated)	14	5	1.6	2	-3.6	-2	·	110	-0.9	-2.5	·
COC(=O)[C@H](C)NC(=O)Nc1ccc(OC)c(OC)c1	13	4	2.3	-2	-2.2	6	-13	98	-0.4	0.9	96
COC(=O)C1=CN(Cc2ccc(OC)c(OC)c2)C=C(C(=O)OC)C1c1ccc(O)cc1	8	-6	0.7	2	-1.7	-5	3	95	·	·	-12
CC(=O)c1cnc2c(-c3ccccc3)c(C(F)(F)F)nn2c1C	2	-4	1.4	-3	-0.4	-8	-14	88	-1.6	-3.5	-5
C=CCN(C(=O)Cc1cccs1)c1nc(-c2ccc(S(C)(=O)=O)cc2)cs1	5	20	0.3	-2	-0.8	-11	-3	·	2.5	0.2	17
O=C1/C(=C/c2cccs2)SC(=S)N1N1CCOCC1	-11	-2	1.1	-6	2.0	-15	-9	108	1.1	-0.5	5
O=C(COc1ccccc1F)NNC(=O)c1ccc2c(=O)n3c(nc2c1)CCC3	16	-15	-1.0	-1	-2.5	-3	-5	104	-0.4	-2.5	151
CCOC(=O)N1CCN(S(=O)(=O)c2ccc(C(=O)Nc3nc4ccccc4s3)cc2)CC1	-1	-5	1.7	10	0.2	2	-3	121	0.0	3.7	-4
CC(=O)NC1=NN(C(C)=O)C(C)(CS(=O)(=O)c2ccc(C)c(C)c2)S1 (configuration not stated)	11	-9	0.3	0	-2.0	8	-25	100	3.0	-1.1	-1
CC(C)n1cc(CN2CCCC(C(=O)Nc3ccccc3Oc3cccnc3)C2)cn1 (configuration not stated)	9	-25	-0.9	7	-1.5	0	19	111	3.5	0.4	-17
Cc1c(Cl)cccc1NC(=O)C1=COCCO1	8	6	5.1	0	-1.2	-2	·	104	-0.8	-2.2	29
CC(C)NC(=O)C1(S(=O)(=O)c2ccccc2)CC=CC1	16	-2	0.8	1	-2.7	-10	7	106	3.2	1.8	9
CC(Sc1nnc(C2CC2)n1C1CC1)C(=O)Nc1ccc(C(N)=O)cc1 (configuration not stated)	7	-13	2.5	5	-1.7	9	12	·	0.3	0.2	27
O=C(COC(=O)c1cc(Cl)ccc1O)c1ccc2c(c1)OCO2	9	-6	-3.6	2	-1.4	-5	·	95	-2.0	0.0	10
COCC(=O)N1CCCC(CNS(=O)(=O)c2ccc(OC)cc2)C1 (configuration not stated)	3	10	2.1	-4	-0.6	-19	35	105	5.2	0.5	670*
Cc1nc2c(C(=O)N3CCN(c4ccccn4)CC3)cnn2c(C)c1Cc1cccc(Cl)c1	5	-19	-0.9	1	-0.9	-2	-10	104	0.5	-1.7	15
COc1ccc(S(=O)(=O)NCc2nc3nc(C)cc(C)n3n2)cc1	-13	4	4.2	-1	2.2	-9	-9	98	·	·	·
CC(C)C(=O)Nc1nc2c(c(=O)[nH]1)CCCC2	·	·	4.0	·	·	·	-13	·	2.1	-0.3	267
CSc1ccccc1NC(=O)c1noc(C)c1[N+](=O)[O-]	13	28	1.1	4	-2.6	-9	22	93	3.7	-0.3	·
CC(C)OC(=O)c1cn(-c2ccccc2)nc1-c1ccc2c(c1)OCCO2	0	6	2.0	-1	0.1	2	-18	·	1.9	-0.6	-7

Further records:
SMILES	MOR-DOR inv ag	HTR5A inv ag	phage Ecoli inh	HTR5A ag ctr	MOR-DOR ag	PKA-R1A activ	PfHsp90 set2	DSG3 Ab inh	AddAB inh	Ecoli viability	SUMO Mot1 rescue
CCc1ccc(/C=C\C(=O)N2CCCC2)cc1	13	-10	0.8	2	-2.4	9	4	104	-1.3	-3.8	-2
CC(C)(CNC(=O)c1cccs1)N1CCOCC1	15	5	3.1	-2	-3.8	-1	9	110	4.0	0.0	1
CC(C)(C)NC(=O)C1CCN(c2ccc(S(=O)(=O)N3CCOCC3)cc2Cl)CC1	-5	11	1.2	3	1.1	-6	15	90	1.9	0.8	-16
COc1ccc(NS(=O)(=O)c2ccc(NC(=S)NC(=O)/C=C/c3ccccc3)cc2)nn1	11	10	1.8	-2	-2.1	10	-12	108	3.0	3.7	19
CCOC(=O)c1cccc(NC(=O)C2CCCO2)c1 (configuration not stated)	13	14	0.2	5	-3.1	-1	17	·	2.2	-0.5	-6
O=[N+]([O-])c1ccc(O)c(P(=O)(c2ccccc2)c2ccccc2)c1	7	2	-1.9	-1	-1.3	-5	-17	91	0.2	0.9	32
Cc1cccc(NC(=O)CC2NCCNC2=O)c1 (configuration not stated)	-3	13	2.0	2	0.5	-2	-8	82	-1.5	-1.9	88
CC(C)(C)NC(=O)C(=O)NCCC1=CCCCC1	1	3	1.2	-1	-0.2	-10	-11	102	2.4	1.7	-16
O=C(c1ccc(Cl)s1)N1CCN(C23CC4CC(CC(C4)C2)C3)CC1	1	-20	·	-1	-0.3	-6	0	106	1.6	-0.3	10
CCOC(=O)c1ccc(NC(=S)NNC(=O)c2cc(-c3cccnc3)nc3ccccc23)cc1	27	1	5.2	3	-5.0	-6	-75	111	6.8	2.2	-11
Cc1ccc(-c2noc(-c3cc(C(C)(C)C)nn3Cc3ccccc3)n2)cc1	·	·	1.3	·	·	·	·	100	0.8	-1.4	26
CC(C)(C)NS(=O)(=O)c1ccc(NS(=O)(=O)Cc2ccccc2)cc1	10	-1	2.5	-1	-1.9	-11	24	104	0.3	-1.2	3
CC(=O)Nc1ccccc1C(=O)C(=O)NCCc1ccccc1	10	-2	1.6	-2	-1.9	1	·	118	0.3	-2.2	-4
Cc1cc(NC(=O)NC(=O)c2cccc(OC(F)(F)C(F)F)c2)n[nH]1	8	11	2.2	5	-1.4	0	-17	·	0.9	-1.6	1
O=C(NCCCN1CCOCC1)c1cn(-c2ccccc2)nc1-c1ccc(F)cc1	12	-5	2.1	1	-2.8	-1	4	100	-3.8	-0.7	-28
O=C(N/N=C/c1cccc(OCc2ccccc2)c1)c1ccc(Br)o1	-20	-28	3.9	8	3.5	2	6	·	3.0	-2.2	61
Cc1ccc(S(=O)(=O)N2CCN(C(=O)CN3CCN(C)CC3)C2)cc1	20	-17	0.6	-1	-4.4	-2	9	123	0.9	-0.9	54
CCC(=O)Nc1sc(C(=O)Nc2ccccc2OC)c(C)c1C(=O)OC	18	6	3.3	-4	-2.9	1	15	90	4.8	1.6	-5
Cc1cccc(C)c1N1C(=O)CCC(C)(C)C1=O	9	2	2.8	0	-2.1	-11	-33	95	0.1	0.4	9
N#Cc1ccc(CSc2nnc(-c3ccncc3)n2CCc2ccccc2)cc1	16	11	3.5	-4	-2.7	8	·	·	1.0	-3.4	-5
CCN1C(=O)/C(=C\c2ccc3c(c2)OCO3)C(C(=O)OC)=C1C	14	-6	2.5	2	-2.4	6	·	·	1.8	-1.3	8
Cc1nnc(SCC(=O)N2CCCc3ccccc32)[nH]c1=O	8	1	2.2	6	-1.5	-10	2	100	1.2	0.5	-3
COc1ccc([N+](=O)[O-])cc1CSc1nnc(NC(C)=O)s1	13	7	-1.1	1	-2.7	-3	2	96	1.6	-1.2	7
Cc1ccc(NC(=O)CNC(=O)c2ccc(C)o2)cc1	19	7	0.8	-2	-3.9	-1	-12	116	1.5	1.2	15
CN(CC(=O)OCC(=O)NC(=O)c1cccn1C)S(=O)(=O)c1ccc(Cl)cc1	-6	-17	0.6	7	1.5	-3	12	·	1.4	-2.2	6

(further entries)
SMILES	MOR-DOR inv ag	HTR5A inv ag	phage Ecoli inh	HTR5A ag ctr	MOR-DOR ag	PKA-R1A activ	PfHsp90 set2	DSG3 Ab inh	AddAB inh	Ecoli viability	SUMO Mot1 rescue
CCNS(=O)(=O)c1ccc(NC(=O)Cc2ccc(F)cc2)cc1	-1	-6	1.9	2	0.2	-7	-19	98	1.3	0.6	-4
Cc1nnc(N(C)C(=O)c2cnccn2)s1	0	1	0.7	0	0.0	-13	0	105	-2.2	0.5	0
O=C(Cc1ccccc1)Nc1ccc(NC(=S)NC(=O)c2ccccc2)cc1	5	-11	-0.6	3	-0.8	4	18	99	-0.3	-0.8	13
COCCN(CCOC)S(=O)(=O)c1ccc(/C(O)=C(\C#N)c2nc3ccccc3[nH]2)cc1	3	6	2.2	0	-0.6	-3	-14	81	-0.5	-1.5	84
Cc1ccc(NC(=O)C2CCCN2S(=O)(=O)c2cccc3cccnc23)cc1F (configuration not stated)	-4	-6	0.5	2	0.8	-6	6	101	3.4	1.1	287
O=C(NCC(c1cccs1)N1CCOCC1)C1CCN(S(=O)(=O)c2ccccc2C(F)(F)F)CC1 (configuration not stated)	17	-1	0.8	0	-5.0	1	1	109	-0.6	1.1	-3
Cc1ccc(NCC(=O)N/N=C/c2ccncc2)cc1	8	-9	1.6	2	-1.4	-6	-8	103	-0.8	-0.7	-14
O=C(CCCOc1ccc(Cl)cc1)N1CCOCC1	12	-21	2.1	6	-2.1	1	·	101	2.8	-1.3	7
O=C(Nc1ccc(S(=O)(=O)Nc2nccs2)cc1)c1ccccc1OC(F)F	13	-8	2.1	2	-3.5	5	47	98	2.1	0.9	-2
COc1ccc(OCCNc2cc(Cl)ccc2[N+](=O)[O-])cc1	-9	-10	0.1	10	1.6	6	-15	135	-0.4	-3.6	75
CSCCCN1CCC(n2nccc2NC(=O)CCCc2ccccc2)CC1	0	3	2.6	-1	0.0	-2	-6	119	0.6	-3.6	-6
CCCNC(=O)NC(=O)CSc1nc2cc(C(=O)OC)ccc2c(=O)n1-c1ccccc1	13	6	1.7	6	-3.1	3	-29	111	1.4	-2.4	-4
Cc1ccc(-c2nnc(C)c(N3CCOCC3)n2)cc1	12	14	4.5	-3	-2.5	-7	3	99	3.8	-0.9	1
Nc1nonc1OCCN1CCN(c2ccc([N+](=O)[O-])c3cccnc23)CC1	·	·	0.1	·	·	·	24	101	0.6	-0.8	-7
CCN(CC)c1ccc([C@H]2[C@@H]3CCCC[C@]3(O)CCN2CC(=O)NCc2ccco2)cc1	12	9	-4.1	2	-2.4	-5	6	102	1.3	-3.5	-9
